# M. tuberculosis HTS = M. tuberculosis growth inhibition, HTS (AID 449762); M. tuberculosis H37Rv growth inhibition, 7H9 media; higher % means a stronger effect; inhibition, % at 25 µM; hits with a dose series show IC50 in µM; 330,000 compounds, 0.59% hits; in the data active = a potency from the dose series; inconclusive = inhibition above about 70% without an active follow-up result;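 also: bacterial growth assessed after seven days of incubation; strong numbers were not always called active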
# inhibitors of VEEV = inhibitors of VEEV TC-83 cytopathic effect, confirmation, Vero cells (AID 588727). inhibition, % at 20 µM, or IC50 in µM where a hit was titrated. Vero cells, VEEV TC-83 cytopathic effect inhibition; higher % means a stronger effect. 350,000 compounds, 0.13% hits; in the data active = a potency from the dose series; inconclusive = inhibition mostly from about 14% at the one dose, without a potency; inactive = the rest, 99 in 100 with inhibition below about 12%; also: strong numbers were not always called active
# PhoP GFP inhibition = PhoP regulon inhibitors, Salmonella typhi PhoP promoter GFP reporter, confirmatory (AID 1850); Salmonella Typhi PhoP-promoter GFP reporter, fluorescence, 4 h; higher % means a stronger effect; 310,000 compounds, 0.33% hits; inhibition, % at 50 µM, or IC50 in µM where a hit was titrated; in the data active = a potency from the dose series; inconclusive = inhibition mostly from about 25% at the one dose, without a potency; inactive = the rest, 99 in 100 with inhibition below about 19%;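 also: 0% = induced wells with vehicle and 100% = uninduced wells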
# M. tuberculosis = growth inhibition of non-replicating M. tuberculosis (AID 488890). Mycobacterium tuberculosis non-replicating, growth inhibition; higher % means a stronger effect. one-dose inhibition, % at 25 µM; IC50 in µM for titrated hits. 320,000 compounds, 0.39% hits; in the data active = a potency from the dose series; inconclusive = inhibition mostly from about 82% at the one dose, without a potency; inactive = the rest, 99 in 100 with inhibition below about 76%;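 also: plate controls were DMSO cells for no effect and high antibiotic wells for full effect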
# influenza NS1A = H1N1 influenza NS1A inhibitors, functional cell based assay (AID 504329); NS1A functional cell-based assay, percent inhibition; higher % means a stronger effect; inhibition, % at 12.5 µM, or IC50 in µM where a hit was titrated; 340,000 compounds, 0.3% hits; in the data active = a potency from the dose series; inconclusive = inhibition above about 27% without an active follow-up result; also: strong numbers were not always called active
# inhibitors of VEEV 10K pilot screen = recorded beside inhibitors of VEEV, whose call it bears; inhibition, %; measured here: 10K pilot screen inhibition
# * marks the source's active call; other numbers are inactive results; i = inactive; ? = inconclusive; / = not tested or not shown.
SMILES,M. tuberculosis HTS,inhibitors of VEEV,PhoP GFP inhibition,M. tuberculosis,influenza NS1A,others
CCOC(=O)c1ccc(Nc2ccc(-c3ccc(OC)c(OC)c3)nn2)cc1,10.0%,i,-6.0%,22.7%,-2.7%,
COc1cccc(-c2nnc(-c3ccc(C(F)(F)F)cc3)o2)c1,-2.1%,0.6%,-4.1%,76.4%,-8.7%,
Cc1cc(C(F)(F)F)cc(NNC(=O)NC(=O)c2ccc(Cl)cc2)n1,-4.7%,8.6%,-16.7%,-14.8%,5.0%,
COc1cc(C2CC(=O)Oc3cc4c(cc32)OCO4)cc(OC)c1OC (centres undefined),/,i,/,/,-2.5%,
Cc1nc(SCC(=O)Nc2cc(C)on2)c2c3c(sc2n1)CCCC3,?,i,-22.6%,36.3%,-10.5%,
COc1ccc(CCNC(=O)c2cc(-c3ccccc3)c(N3CCOCC3)s2)c(OC)c1OC,2.9%,10.8%,7.7%,-4.4%,-4.7%,
CNC(=O)COC(=O)c1ccc2c(c1)S(=O)(=O)c1ccccc1C2=O,1.9%,i,6.8%,-24.5%,-1.4%,
Cc1cc(Cl)ccc1OCCCC(=O)Nc1cccnc1,-2.2%,1.4%,9.3%,44.3%,-1.4%,
CCOC(=O)/C(C#N)=C(C)/C=C1\Sc2ccccc2N1CC,5.3%,i,-2.5%,-18.8%,10.9%,
COc1ccc([C@H]2/C=C\CN(C(=O)CC(C)(C)C)[C@@H](C)C(=O)N2Cc2ccc(F)cc2)cc1,1.0%,0.8%,-1.4%,33.5%,-17.0%,
CCCCc1nnc(SCC(=O)Nc2nccs2)n1CC,-7.8%,1.1%,-4.6%,-6.1%,-6.1%,
Cc1ccc(C(=O)C2CCN(CC(=O)Nc3ccc4c(c3)OCCO4)CC2)cc1,64.6%,i,-11.8%,36.7%,13.5%,inhibitors of VEEV 10K pilot screen=0.5
CC(Sc1nnc(-c2ccco2)n1C)C(=O)N(C)C1CCCCC1 (centres undefined),-4.5%,3.0%,0.3%,-13.8%,-4.5%,
CCOC(=O)N1CCN(S(=O)(=O)c2cc([N+](=O)[O-])ccc2C)CC1,1.9%,0.7%,-0.3%,-1.1%,-12.3%,
CNC(=O)C1CCCN1S(=O)(=O)c1ccc(OC)cc1 (centres undefined),5.9%,0.0%,2.6%,-3.2%,2.2%,
CC1(C)OC(=O)C2(Cc3ccccc3N3CCCCC32)C(=O)O1 (centres undefined),-1.9%,3.3%,-8.6%,-0.1%,-6.8%,
COc1ccc(C(=O)OCC(=O)NC2CCCC2)cc1OC,1.4%,0.1%,1.1%,-2.4%,-15.0%,
COc1ccc(CNC(C)(C)C)cc1Cl,-2.7%,0.0%,6.9%,2.8%,19.2%,inhibitors of VEEV 10K pilot screen=0.9
CCCCOC(=O)Nc1ccccc1C(=O)OC,-2.2%,1.4%,-1.8%,59.2%,2.1%,
COC(=O)c1c(NC(=S)Nc2ccc(CC(=O)O)cc2)sc(C)c1C,4.2%,1.5%,-5.6%,-16.2%,4.7%,
COc1ccc2c(c1)C(NC(C)=O)C(=O)N2CCc1ccccc1 (centres undefined),-3.2%,i,8.9%,11.9%,-2.1%,
C1CN(c2nc3nonc3nc2N2CCSCC2)CCO1,2.3%,i,-3.5%,2.3%,-1.2%,
Cc1cc(C(F)(F)F)c(C#N)c(=O)[nH]1,8.1%,0.2%,4.7%,-0.2%,-9.1%,
COc1ccc(-c2sc3ccccc3c2C#CCO)cc1,?,0.8%,-4.5%,18.1%,4.9%,inhibitors of VEEV 10K pilot screen=2.3
COc1ccccc1Oc1cn[nH]c1-c1ccc(OCC(=O)NN)cc1O,-0.3%,0.3%,5.7%,-24.1%,19.4%,
CN(C)CCN1C(=O)C(=O)/C(=C(/O)c2ccc(S(=O)(=O)N3CCOCC3)cc2)C1c1ccc(Br)cc1 (centres undefined),-10.1%,1.4%,-5.7%,-7.2%,8.4%,
Cc1oc(/N=C/c2ccc(O)cc2O)c(C#N)c1C,5.9%,0.3%,40.7%,4.5%,6.6%,
COc1ccc(CC(NC(C)=O)C(=O)NC2CCN(C(=O)C3CC3)CC2)cc1OC (centres undefined),3.8%,i,0.6%,4.2%,-16.5%,
CCOC(=O)N1CCN(C(=O)c2ccc3c(=O)n(-c4ccc(OC)cc4OC)c(=S)[nH]c3c2)CC1,-11.3%,1.6%,20.5%,/,3.2%,
C/C=C(/C)C(=O)O[C@@H]([C@H](O)c1cc2ccc(=O)oc2cc1OC)C(C)(C)O[C@@H]1O[C@H](CO)[C@@H](O)[C@H](O)[C@H]1O,-6.4%,0.2%,/,3.3%,-1.5%,inhibitors of VEEV 10K pilot screen=0.2
CCN(c1cc(C)cc(C)c1)S(=O)(=O)c1nnc(NC(=O)c2ccco2)s1,8.0%,1.4%,6.2%,68.9%,-3.3%,
CCCC[N+]12CCC(CC1)C(C(=O)c1cccs1)C2 (centres undefined),-11.1%,0.1%,-3.5%,18.2%,1.6%,
COc1ccc(N/C=C\C(=O)c2ccc3c(c2)OCO3)cc1OC,17.2%,1.0%,-4.1%,26.9%,6.2%,
Clc1cccc(Cl)c1CNc1ccc(N2CCCC2)cc1,?,/,12.8%,30.7%,/,
Cc1ccc(NS(=O)(=O)c2c(C)nc3sccn3c2=O)cc1,-4.7%,i,5.4%,1.1%,7.2%,
CC(C)NC(=O)NNC(=O)c1cc(COc2cc(Cl)cc(Cl)c2)on1,-14.1%,0.1%,9.0%,31.8%,-20.2%,
CCn1c(CNC(=O)c2cccc(C)c2)nnc1SCC(=O)NC1=NCCS1,-5.3%,1.0%,-5.8%,-13.7%,8.6%,
O=[N+]([O-])c1ccc(N2CCNCC2)cc1NCc1cccnc1,-3.8%,i,25.8%,-2.8%,10.1%,
Cc1c(NC(=O)COC(=O)c2cc(-c3cccc4ccccc34)nc3ccccc23)c(=O)n(-c2ccccc2)n1C,0.1%,2.8%,-2.1%,-1.7%,1.5%,
Cc1ccc(C)n1-c1ccc(N2CCOCC2)c([N+](=O)[O-])c1,0.8%,0.2%,1.1%,-3.6%,8.0%,
CSC(=NS(=O)(=O)c1ccc(N)cc1)NS(=O)(=O)c1cccs1,/,2.1%,/,/,1.8%,
Cc1cc(NC(=O)CSCC(=O)N2CCN(c3cccc(C(F)(F)F)c3)CC2)no1,56.6%,1.4%,6.3%,47.3%,-1.5%,
Cc1ccc(-c2nn(-c3ccccc3)cc2/C=N/n2c(-c3ccncc3)n[nH]c2=S)cc1,12.6%,0.1%,5.9%,-14.1%,/,
CCN(CC)C(=O)C(=O)Nc1ccc(Oc2ccccc2)cc1,8.8%,4.5%,-9.8%,61.6%,-2.5%,
CC(C)(C)C1CCC(OC(=O)CN2CCOCC2)CC1 (centres undefined),-8.1%,0.4%,9.4%,-4.8%,9.6%,
CN(CC(=O)Nc1ccc(F)cc1)CC(=O)N1CCCC1,0.0%,2.4%,/,13.1%,-4.2%,
O=C(CCC1CCCN(C(=O)c2ccc3c(c2)OCO3)C1)N1CCN(c2ccccn2)CC1 (centres undefined),-7.3%,1.1%,5.5%,7.9%,-0.1%,
CC(C)CCn1nnnc1C(c1ccc(N(C)C)cc1)N1CCN(C(=O)c2ccco2)CC1 (centres undefined),-9.9%,4.0%,-1.6%,28.6%,8.4%,
Cc1nn(C(=O)CCC(=O)NCc2ccc(OC(C)C)cc2)c2ccccc12,2.4%,0.3%,-1.0%,/,5.2%,
COc1ccc(Cl)cc1NC(=O)CSc1nnc(COc2ccccc2)n1N,0.1%,1.5%,5.6%,23.7%,-4.3%,
Cc1ccc(N2C(=O)C3CC(c4ccccc4)=C4C5C=CC(C6C(=O)N(c7ccc(C)cc7C)C(=O)C56)C4C3C2=O)c(C)c1 (centres undefined),?,0.8%,6.2%,75.8%,5.7%,
O=C(COC(=O)C1CC1)NC(=O)NCc1ccccc1,-0.1%,1.4%,1.7%,33.7%,-0.7%,
COc1ccc(CN2CCc3ccccc3C2)cc1Br,6.3%,i,0.8%,0.8%,19.0%,
CCCCCC(=O)Nc1cc(S(=O)(=O)N2CCOCC2)ccc1N1CCN(C)CC1,-20.5%,1.6%,-6.3%,-13.5%,-9.8%,
CCOC(=O)N/N=C/c1ccc(Oc2ccccc2)cc1,/,2.3%,/,/,-8.6%,
C/C(=N\OCC(=O)NC(C)C)c1cccs1,-6.6%,i,1.2%,-18.2%,-3.5%,
COC(=O)N1CCN(c2ccc(C)cc2)C(C)C1 (centres undefined),-7.7%,1.1%,8.6%,-15.6%,-5.7%,
COCCCNC(=O)/C(C#N)=C/c1c(N2CCN(C)CC2)nc2c(C)cccn2c1=O,-1.1%,1.6%,13.4%,-11.0%,-9.8%,
Cc1ccc(S(=O)(=O)N2CCCC2C(=O)Nn2cnnc2)cc1 (centres undefined),6.6%,1.0%,9.3%,4.5%,0.1%,
Cc1cc(C)n(CCNC(=O)CCc2nnc(CCc3ccccc3)o2)n1,-6.2%,0.9%,-1.5%,-9.4%,2.9%,

# Part of the list above in order of formula weight, lowest first.
SMILES,M. tuberculosis HTS,inhibitors of VEEV,PhoP GFP inhibition,M. tuberculosis,influenza NS1A,others
C/C(=N\OCC(=O)NC(C)C)c1cccs1,-6.6%,i,1.2%,-18.2%,-3.5%,
COC(=O)N1CCN(c2ccc(C)cc2)C(C)C1 (centres undefined),-7.7%,1.1%,8.6%,-15.6%,-5.7%,
O=C(COC(=O)C1CC1)NC(=O)NCc1ccccc1,-0.1%,1.4%,1.7%,33.7%,-0.7%,
CC(C)(C)C1CCC(OC(=O)CN2CCOCC2)CC1 (centres undefined),-8.1%,0.4%,9.4%,-4.8%,9.6%,
CCOC(=O)N/N=C/c1ccc(Oc2ccccc2)cc1,/,2.3%,/,/,-8.6%,
CCN(CC)C(=O)C(=O)Nc1ccc(Oc2ccccc2)cc1,8.8%,4.5%,-9.8%,61.6%,-2.5%,
COc1ccc(CN2CCc3ccccc3C2)cc1Br,6.3%,i,0.8%,0.8%,19.0%,
Cc1nn(C(=O)CCC(=O)NCc2ccc(OC(C)C)cc2)c2ccccc12,2.4%,0.3%,-1.0%,/,5.2%,
COc1ccc(Cl)cc1NC(=O)CSc1nnc(COc2ccccc2)n1N,0.1%,1.5%,5.6%,23.7%,-4.3%,
COCCCNC(=O)/C(C#N)=C/c1c(N2CCN(C)CC2)nc2c(C)cccn2c1=O,-1.1%,1.6%,13.4%,-11.0%,-9.8%,
CCCCCC(=O)Nc1cc(S(=O)(=O)N2CCOCC2)ccc1N1CCN(C)CC1,-20.5%,1.6%,-6.3%,-13.5%,-9.8%,
O=C(CCC1CCCN(C(=O)c2ccc3c(c2)OCO3)C1)N1CCN(c2ccccn2)CC1 (centres undefined),-7.3%,1.1%,5.5%,7.9%,-0.1%,
CC(C)CCn1nnnc1C(c1ccc(N(C)C)cc1)N1CCN(C(=O)c2ccco2)CC1 (centres undefined),-9.9%,4.0%,-1.6%,28.6%,8.4%,
Cc1ccc(N2C(=O)C3CC(c4ccccc4)=C4C5C=CC(C6C(=O)N(c7ccc(C)cc7C)C(=O)C56)C4C3C2=O)c(C)c1 (centres undefined),?,0.8%,6.2%,75.8%,5.7%,

# Continued.
SMILES,M. tuberculosis HTS,inhibitors of VEEV,PhoP GFP inhibition,M. tuberculosis,influenza NS1A,others
C#Cc1ccc([C@H]2C=C(C(=O)N3CCN(Cc4ccccc4)CC3)O[C@@H](OCc3ccc(CO)cc3)C2)cc1,63.5%,2.5%,-27.9%,50.5%,7.0%,
Cn1ccnc1SCC(=O)NC1CCCCC1,-2.4%,1.0%,-5.8%,-12.0%,-1.7%,
COCCCNC(=O)C(=O)Nc1ccc2c(c1)N(S(=O)(=O)c1cccs1)CCC2,1.9%,4.7%,3.8%,-15.3%,-3.8%,
N#Cc1c(C(F)(F)F)cc(Cc2ccccc2)nc1SCC(=O)NCC(=O)O,1.5%,i,-9.3%,2.8%,-6.0%,
COc1ccccc1CC(=O)Nc1cccc(C(=O)NN2C(=O)c3ccccc3C2=O)c1,4.5%,1.8%,13.3%,-6.4%,-3.6%,
O=C(Nc1nc(-c2ccc3ccccc3c2)cs1)c1ccc(N2C(=O)CCC2=O)cc1,-7.5%,1.6%,-19.1%,/,3.1%,
Cc1cnc(CNC(=O)C2CCC(=O)N(Cc3ccc(Cl)cc3)C2)[nH]1 (centres undefined),0.4%,6.0%,-6.1%,-19.4%,-1.1%,
CCCCNC(=O)c1ccc2c(c1)ncn2C1CCCC1,2.6%,i,-17.8%,4.5%,0.0%,

# From PubChem
